# Screens: PubChem, National Center for Advancing Translational Sciences (NCATS)
# KDM5B inh = inhibitors of human KDM5B histone demethylase | KDM5B demethylase, FDH-coupled NADH fluorescence (FDH is formaldehyde dehydrogenase) | Q9UGL1 | AID 1347165 | 2.6% of 220,000 active | Potency, µM (top dose mostly 57.7 µM), for the others: at the top dose activity change, negative = inhibition, hits mostly inhibitors; active = well fitted inhibition curve with a large enough effect; inconclusive = small, poorly fitted or top-dose-only effect; inactive = no such curve, though single readings can be large or run the other way; note: 0% is about no effect; nearly all actives have a fitted effect of over 70% in size
# Target sequence (Q9UGL1 whole entry, looked up): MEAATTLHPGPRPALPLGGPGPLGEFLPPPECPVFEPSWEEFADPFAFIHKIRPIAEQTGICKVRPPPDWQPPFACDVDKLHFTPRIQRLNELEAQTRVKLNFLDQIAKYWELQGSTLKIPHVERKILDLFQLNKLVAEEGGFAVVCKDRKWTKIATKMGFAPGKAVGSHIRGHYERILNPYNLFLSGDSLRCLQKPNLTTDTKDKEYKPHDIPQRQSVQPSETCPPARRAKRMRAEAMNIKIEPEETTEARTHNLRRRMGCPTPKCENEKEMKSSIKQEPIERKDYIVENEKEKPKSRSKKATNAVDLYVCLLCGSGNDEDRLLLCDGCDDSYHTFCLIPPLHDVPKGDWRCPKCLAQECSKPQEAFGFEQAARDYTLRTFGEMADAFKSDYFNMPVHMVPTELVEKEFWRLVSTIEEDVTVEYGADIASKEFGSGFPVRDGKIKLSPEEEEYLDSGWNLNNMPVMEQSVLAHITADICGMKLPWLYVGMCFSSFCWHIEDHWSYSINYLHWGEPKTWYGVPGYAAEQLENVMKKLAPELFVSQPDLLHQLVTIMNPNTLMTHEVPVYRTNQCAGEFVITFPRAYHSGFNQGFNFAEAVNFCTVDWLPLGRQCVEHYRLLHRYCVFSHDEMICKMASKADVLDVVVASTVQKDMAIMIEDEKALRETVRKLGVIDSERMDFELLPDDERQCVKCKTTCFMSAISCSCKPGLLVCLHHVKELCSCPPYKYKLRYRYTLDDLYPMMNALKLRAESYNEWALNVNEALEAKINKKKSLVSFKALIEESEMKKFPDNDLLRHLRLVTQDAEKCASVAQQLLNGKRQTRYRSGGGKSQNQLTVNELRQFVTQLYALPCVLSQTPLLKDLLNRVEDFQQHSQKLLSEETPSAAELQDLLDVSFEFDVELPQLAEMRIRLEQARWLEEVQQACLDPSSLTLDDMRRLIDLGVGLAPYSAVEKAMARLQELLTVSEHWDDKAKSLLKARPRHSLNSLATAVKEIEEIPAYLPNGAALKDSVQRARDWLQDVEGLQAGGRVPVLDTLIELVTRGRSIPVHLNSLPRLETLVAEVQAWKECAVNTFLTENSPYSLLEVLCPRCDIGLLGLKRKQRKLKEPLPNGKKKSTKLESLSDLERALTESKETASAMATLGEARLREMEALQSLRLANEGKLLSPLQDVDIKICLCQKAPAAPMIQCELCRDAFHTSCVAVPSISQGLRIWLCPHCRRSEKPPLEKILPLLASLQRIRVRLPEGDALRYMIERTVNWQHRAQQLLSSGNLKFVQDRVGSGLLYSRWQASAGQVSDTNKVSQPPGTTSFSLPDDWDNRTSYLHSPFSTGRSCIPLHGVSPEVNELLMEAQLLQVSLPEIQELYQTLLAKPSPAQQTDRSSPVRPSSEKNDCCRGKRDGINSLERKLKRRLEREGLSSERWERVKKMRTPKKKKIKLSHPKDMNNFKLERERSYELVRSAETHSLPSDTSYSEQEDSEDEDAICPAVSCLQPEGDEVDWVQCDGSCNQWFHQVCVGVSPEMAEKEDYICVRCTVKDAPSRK
#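 Measured: NADH fluorescence change, 30 min, RT. System: KDM5BΔAP 200 nM final, H3K4me3 peptide, α-KG, Fe(II), ascorbate, NAD⁺ plus FDH, pH 7.5 HEPES. Compounds: titrated, 10 min pre-incubation with enzyme.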
# Numbers without * were called inactive; i = inactive; u = inconclusive; & = joins results of further samples; [ ] = another dose, or the depositor's remark. Potency is the fitted concentration of half-maximal effect.
item	Molecule	KDM5B inh
1	Cc1cc(C)c(CNC(=O)c2nc(-c3ccc(CO)cc3)cc3c2ccn3C(C)C)c(=O)[nH]1	i
2	CCc1cc2c(cc1C1(C)OCC(C)O1)C(C)(C)CCC2(C)C (stereo not given)	20.8%
3	O=C(NCCc1ccccc1)Nc1cccc(CN2CCOC2=O)c1	4.1%
4	Cc1ccc(C(=O)N2CC[C@H](CO)[C@H](N(C)C)C2)s1	-22.4%
5	Cc1nn(C(=O)CCC(=O)N2CCC(CCOc3ccccc3)C2)c2ccccc12 (stereo not given)	u
6	CCOc1ccc(-c2nonc2NC(=O)c2oc3cc(C)ccc3c2C)cc1	u
7	Cc1cc(C)c(S(=O)(=O)Nc2cccc(-c3cn4ccccc4n3)c2)c(C)c1	u
8	C=C(C)CN1C(=O)C2(OCCO2)c2ccccc21	43.9%[activator]
9	COCc1nncn1C1CCN(S(=O)(=O)c2ccc(C)cc2C)CC1	-13.6%
10	Fc1ccc(CN2CCOC[C@H]2c2ncc(-c3ccc(F)cc3F)[nH]2)cc1	-9.7%[86.2 µM]
11	Cc1cc(-c2csc(Nc3ccccn3)n2)ccc1F	-24.2%
12	CC(C)C(=O)Nc1ccc2oc(-c3cncc(Br)c3)nc2c1	u
13	C[C@H]1CCCN1C(=O)c1nnc(COc2ccc(Cl)cc2)n1-c1ccccc1	18.1%[86.2 µM]
14	CCN(CC(=O)N1CCN(Cc2ccccc2)CC1)S(=O)(=O)c1ccc(F)cc1	1.9%
15	N#Cc1cccc(C(=O)OCc2ccccn2)c1	3.5%
16	COc1ccc(C(=O)N[C@@H]2CN(C(=O)NC3CCCCC3)CCC[C@H]2O)cc1	11.6%[86.2 µM]
17	O=C(NC1CC(c2nnc(CO)n2C2CC2)C1)c1n[nH]c2c1COCC2 (stereo not given)	24.9%
18	O=C(c1ccc(Cl)cc1)N1CCC2(CC1)C(=O)NCN2CCc1ccccc1	-4.6%[115 µM]
19	CCOc1cc(CNc2ccc(N3CCOCC3)c(C(=O)O)c2)cc(Br)c1OCC	u
20	O=C(c1ccoc1)N1CC[C@@H]2COCCN(Cc3ccccc3)[C@@H]2C1	-29.5%
21	COc1ccc(-c2nc3c(c(=O)[nH]2)CCN(C(=O)Nc2ccc(C)cc2C)C3)cc1	25.1µM*
22	COc1cc(=O)n2c(c1C(=O)Nc1ccc(F)cc1F)CCCC2	-4.6%
23	CS(=O)(=O)N1CCN(C(=O)CNc2cccc(F)c2)CC1	-1.4%
24	O=C(Nc1ccc(Cl)cc1)C1CCN(C(=O)c2ncn3c2COC(c2ccc(F)cc2)C3)CC1 (stereo not given)	14.0%
25	Cc1cccn2c(=O)c3cc(C(=O)NCC4CCCO4)c(=N)n(CC4CCCO4)c3nc12 (stereo not given)	i
26	O[C@@H]1C[C@@H](c2nc(-c3ccc4c(c3)OCO4)no2)N(C2CCOCC2)C1	-15.8%[86.2 µM]
27	COc1ccccc1-c1cc(C(F)(F)F)nc(N2CCN(Cc3ccccc3)CC2)n1	-12.1%
28	Cc1noc([C@@H]2CN(C(=O)CCc3ccccc3)C[C@H]2CO)n1	-6.2%
29	Cc1cc(C)cc(-n2c(SCC(=O)NCC3CCCO3)nc3c([nH]c4ccccc43)c2=O)c1 (stereo not given)	-23.3%
30	CC1(C)[C@H](Cc2cc(CN3CCOCC3)on2)C[C@@H]1NCc1ccc(CO)o1	-15.4%[86.2 µM]
31	CCN(CC)Cc1ccc(CNC(=O)C2CCN(c3nc4ccccc4o3)CC2)cc1	-10.5%
32	Cc1cc(C(=O)OCC(=O)Nc2ccc(Br)c(C)c2)c2ccccc2n1	-12.3%
33	O=C(NCCc1nc(-c2cccnc2)no1)c1coc2c1C(=O)CCC2	-13.6%
34	Cc1csc(NC(=O)c2ccc(Oc3ccc(F)cc3Br)nc2)n1	-8.3%
35	COC(=O)C1=CN(C(C)C)C=C(C(=O)OC)C1c1ccsc1	i
36	CSc1nc(C)cc(Nc2c(C)cc(C)cc2C)n1	-7.7%
37	Cc1cc(=O)oc2cc(OCC(=O)N(C)Cc3ccccc3Br)ccc12	i
38	COc1ccccc1Oc1coc2cc(OCc3cccc(Cl)c3)ccc2c1=O	-19.7%
39	CCc1ccc(-c2csc(/C(C#N)=C/Nc3ccccc3C(C)C)n2)cc1	15.7%
40	COc1ccc2cnn(-c3ccc(OC(F)(F)F)cc3)c(=O)c2c1OC	-5.9%
41	Fc1ccccc1Cc1cn2cc(-c3ccc(Cl)cc3)nc2s1	-3.4%
42	CCOC(=O)N1CCc2c(sc(NCc3cccc(F)c3)c2C(=O)Nc2ccc(OC)cc2OC)C1	u
43	CC(=O)Nc1ccc2ncnc(N3CCCC3)c2c1	u
44	COC(=O)c1cc(C)nc2c1c(=O)n(Cc1nc(-c3cccc(OC)c3OC)oc1C)c(=O)n2C	-3.6%
45	CCN(CC1CCCO1)S(=O)(=O)c1cccc(C#N)c1 (stereo not given)	5.1%
46	CCCOc1cccc(C(=O)Nc2cc(-c3nc4ncccc4o3)ccc2OC)c1	7.6%
47	CCN1C(=O)c2ccccc2S(=O)(=O)c2ccc(C(=O)NCc3ccc(OC)cc3)cc21	14.9%
48	N#Cc1ccc(S(=O)(=O)N2CCC[C@H]2C(=O)N2CCCCCCNC(=O)CC2)cc1	-19.2%
49	Cc1ccc2c(C(=O)NCc3ccc(Cl)cc3)cnn2c1	35.5µM*
50	COc1ccc(CN(C(=O)Nc2ccccc2)c2ccccn2)cc1OC	u
51	CC(NC(=O)c1cc2n(n1)CC(c1ccc(Cl)cc1)OC2)c1ccc(F)cc1 (stereo not given)	-25.7%
52	CCc1cccc2c(C(=O)CN3CCC(C(=O)N4CCCCCC4)CC3)c[nH]c12	-18.2%
53	Cn1nc(CC(=O)OCC(=O)NC(C)(C)C)c2ccccc2c1=O	-18.9%
54	COCCNC(=O)CSc1cc(C)c2ccccc2n1	5.2%
55	Cc1sc(N)nc1Cc1ccccc1	2.4%
56	O=C(NC1CCN(Cc2cccc(C(F)(F)F)c2)CC1)C1CCCCC1	25.1%
57	Fc1ccc(CN2CC(N3CCc4ccccc43)C2)cc1	1.9%[149 µM]
58	O=C1CC(c2ccccc2)N(C(=O)C2CC2)CCCN(C(=O)c2ccc3ccccc3n2)CCN1 (stereo not given)	-5.2%
59	Cc1cccc(CNC(=O)c2ccc3c(c2)N(C)C2CCCCCN2C3=O)c1 (stereo not given)	i
60	CC(C)(C)C(=O)NC(NC(=O)C(C)(C)C)c1ccc(F)cc1	27.3%

# More structures follow.
item	Molecule	KDM5B inh
61	COc1ccc(CNC(=O)Cn2c(=O)n3nc(-c4cccc(F)c4)nc3c3ccccc32)cc1OC	-5.4%
62	COc1ccc(OC)c(Nc2nc(NCCc3ccccc3)nc3c2cnn3-c2ccccc2)c1	u
63	CCc1cccc(Nc2nc(-c3ccc(OC)c(OC)c3)no2)c1	-14.9%
64	O=C(COc1ccc(Cl)cc1)Nc1c(NC2CCCCC2)c2ccccc2oc1=O	-28.9%
65	O=c1nc(-c2ccccc2)c2cc(Br)ccc2[nH]1	1.5%
66	COCCCNc1ccc2nnc(-c3ccccn3)n2n1	u
67	COc1ccc(S(=O)(=O)N2CC(C(=O)NC3CCCCC3)C3(CCOCC3)C2)cc1 (stereo not given)	-0.2%
68	CCOC(=O)c1ccc(NC(=O)Cn2cnc3sc(C(=O)OCC)c(C)c3c2=O)cc1	-20.1%
69	O=S(=O)(Nc1cccc(CCc2ccccn2)c1)c1ccc(Cl)cc1	-0.2%
70	O=C(c1cnccn1)N1CCc2onc(C(c3ccccc3)c3ccccc3)c2C1	-11.6%
71	COc1cc(CN2CCCC(COc3ccccc3C(=O)N3CCCC3)C2)ccc1O (stereo not given)	10.1%
72	CC(=O)OCc1cc(=O)n2nc(C3CCCCC3)sc2n1	-15.6%
73	Cc1ccc(NC(=O)C2=CC(c3ccc4c(c3)OCO4)=NS(=O)(=O)N2C)cc1	1.8%
74	NC(=O)C1CCN(c2cc(-c3noc([C@@H]4CCCN4Cc4cccnc4)n3)ccn2)CC1	39.8µM*
75	COc1ccc(OC)c(S(=O)(=O)N2CCCC(c3nc(C(C)C)no3)CCNC(=O)CC2)c1 (stereo not given)	-16.2%
76	O=C(c1ccc2c(c1)OCO2)N1CCc2nc(C3CC3)nc(-c3ccc(Cl)cc3)c2CC1	-7.0%
77	COc1ccc(-c2ocnc2C(=O)Nc2cccc(Cl)c2)cc1	10.2%
78	Cc1ccccc1OCc1nnc(SCC(=O)N2CCc3ccccc3C2)n1C	9.4%
79	Cc1ccc(-c2ccc(=O)n(Cc3noc(C(=O)NCc4cccs4)n3)n2)cc1	-16.9%
80	CCNC(=O)C1CCN(C(=O)N2CC3CC(C2)[C@H]2CCCC(=O)N2C3)CC1 (stereo not given in full)	9.0%
81	O=C(c1cccnc1)N1C[C@@H]2OCC(=O)N(Cc3ccccn3)[C@@H]2C1	-15.1%[86.2 µM]
82	COCc1nnc2n1CCC(NC(=O)c1cnn(C)c1)CC2 (stereo not given)	-17.7%
83	O=C(CSc1ccc2c(c1)CCC2)Nc1ccc2c(c1)OCCCO2	-11.6%
84	COCCN1C(=O)CS(=O)(=O)C12CCN(C(=O)C1(c3ccc(OC)cc3)CC1)CC2	8.4%
85	CC(C)c1ccc(NC(=O)C2CC(=O)NC(N3CCN(c4ccc(F)cc4)CC3)=N2)cc1 (stereo not given)	-7.6%
86	COc1ccc(-n2nc(C(=O)N3CCN(c4cccc(C(F)(F)F)c4)CC3)c3c4ccccc4n(C)c3c2=O)cc1Cl	-3.6%
87	Cc1ccc2c(c1)N1C(=O)OC[C@@H]1CCN(C(=O)COCc1ccccc1)C2	-8.6%[86.2 µM]
88	CCOc1cccc(CN2CCC(C(Cc3ccccc3F)N(C)C(=O)c3cccs3)CC2)c1O (stereo not given)	-6.3%
89	CN(Cc1cccc(Cl)c1Cl)c1ccc(S(N)(=O)=O)cn1	-13.8%
90	CCn1ccc(C(=O)NC2CCCN(c3cc(-c4ccc(OC)cc4)[nH]n3)C2)n1 (stereo not given)	u
91	COc1ccc(C(CC(=O)NCCc2ccccc2)c2c[nH]c3ccccc23)cc1OC (stereo not given)	-12.3%
92	Cc1n[nH]c(C)c1C(N)C(=O)NCc1ccccc1Cn1cccn1 (stereo not given)	43.7%
93	Cc1ccc(C)c(/C=C/c2ccc3cccc(O)c3n2)c1	u
94	CCNc1nc2cccnc2s1	16.4%
95	Cc1ccc(-c2nc(CCNC(=O)C(=O)Nc3c(C)cccc3C)cs2)cc1	u
96	Cc1ccc(-n2c(C)nc3c(cnn3-c3ccccc3)c2=O)cc1	13.4%
97	Cc1cc(C)cc(NC(=O)Cn2cc(C(=O)c3cccs3)c3ccccc32)c1	u
98	O=C(NCC(c1cccnc1)N1CCc2ccccc2C1)C(=O)Nc1ccccc1 (stereo not given)	13.1%
99	CCCN1C(=O)C(C)=C(C)C1c1cn(C)c2ccccc12 (stereo not given)	20.3%
100	CN1CCN(c2nc3c(c(=O)n(C)c(=O)n3C)n2CC(N)=O)CC1	-7.1%
101	Cc1ccc(C(=O)N2C[C@@H](Oc3ccccc3)C[C@H]2C(=O)N2CCOCC2)s1	8.6%
102	O=C(Cc1ccccc1F)N1CCN(c2nnc3ccc(Cl)cn23)CC1	u
103	Cc1ccc(-c2cc(C(=O)NN)n[nH]2)o1	-8.2%
104	COc1ccc(CCNc2nc(-c3ccc(F)cc3)cc(C(F)(F)F)n2)cc1OC	u
105	COC(=O)C(C)(C)NC(=O)CCNC(=O)C1CCCC1	19.8%
106	Cc1ccc(Cn2c(SCCC(=O)O)nc3c2c(=O)n(C)c(=O)n3C)cc1	1.2%
107	COc1cc(C(=O)Nc2ccc(NS(C)(=O)=O)cc2)cc2c1OCCO2	-9.1%
108	COc1ccc(-c2cc(C[C@H]3CNCC[C@H]3CC(=O)Nc3nccs3)no2)cc1	u

# Reprinted: entries 106 to 108
item	Molecule	KDM5B inh
106	Cc1ccc(Cn2c(SCCC(=O)O)nc3c2c(=O)n(C)c(=O)n3C)cc1	1.2%
107	COc1cc(C(=O)Nc2ccc(NS(C)(=O)=O)cc2)cc2c1OCCO2	-9.1%
108	COc1ccc(-c2cc(C[C@H]3CNCC[C@H]3CC(=O)Nc3nccs3)no2)cc1	u

# (more compounds)
item	Molecule	KDM5B inh
109	CCOC(=O)c1cc2n(n1)CC(C)(C(=O)NCCC(C)C)N(c1ccc(C)c(F)c1)C2=O (stereo not given)	-4.5%
110	Cc1ccc(Nc2sc(C(=O)c3ccccc3)c(N)c2C(N)=O)cc1	u
111	COc1ccc(CC(=O)N2CCC3(C2)C(=O)N(CCc2ccccc2)c2ccccc23)cc1 (stereo not given)	12.6%&-2.5%
112	CC1(C)[C@H](Cc2cc(CN3CCOCC3)on2)C[C@@H]1N(Cc1ccco1)Cc1ccco1	u
113	Cc1ccsc1C(=O)N1CCC(c2nc(CCOCC3CC3)no2)C1 (stereo not given)	24.0%
114	Cc1ccc(N2CCN(C(=O)CCc3c(C)nc4ncnn4c3C)CC2)c(C)c1	u
115	OC1(CN2CCC(c3cc(Cc4ccccc4)[nH]n3)CC2)CNCCOC1 (stereo not given)	-18.0%
116	CCCNc1nc(-c2ccc(O)c(C(N)=O)c2)cs1	-11.3%
117	COCC1CN(S(=O)(=O)Cc2ccc(F)cc2)CC12CCNCC2 (stereo not given)	-20.1%
118	N#C/C(=C/c1ccccc1OCc1ccccc1Cl)c1nc2ccccc2s1	19.7%
119	COCCNC(=O)c1cnc2n[nH]c(-c3ccccc3OC)c2n1	-15.1%[86.2 µM]
120	CCCNC(=O)CSc1nc2nc(C)c(Cc3ccccc3Cl)c(C)n2n1	-23.0%
121	CCC(=O)OCc1cnc(C)c2oc(=O)c(C(=O)Nc3ccccc3C(F)(F)F)cc12	-1.5%

# An excerpt; count on the stated rates, not on these rows.
